PREPL inhibitor: inhibitors of human prolyl oligopeptidase-like enzyme PREPL; recombinant PREPL, fluorescence polarization activity-based probe; inhibition, % at 5.96 µM; 320,000 tested, 0.68% active; AID 2751; in the data active means inhibition above about 43%;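 further: 0% = enzyme with DMSO and 100% = wells lacking enzyme; many of its hits are not listed in these tables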
Target sequence (Q4J6C6 whole entry, looked up): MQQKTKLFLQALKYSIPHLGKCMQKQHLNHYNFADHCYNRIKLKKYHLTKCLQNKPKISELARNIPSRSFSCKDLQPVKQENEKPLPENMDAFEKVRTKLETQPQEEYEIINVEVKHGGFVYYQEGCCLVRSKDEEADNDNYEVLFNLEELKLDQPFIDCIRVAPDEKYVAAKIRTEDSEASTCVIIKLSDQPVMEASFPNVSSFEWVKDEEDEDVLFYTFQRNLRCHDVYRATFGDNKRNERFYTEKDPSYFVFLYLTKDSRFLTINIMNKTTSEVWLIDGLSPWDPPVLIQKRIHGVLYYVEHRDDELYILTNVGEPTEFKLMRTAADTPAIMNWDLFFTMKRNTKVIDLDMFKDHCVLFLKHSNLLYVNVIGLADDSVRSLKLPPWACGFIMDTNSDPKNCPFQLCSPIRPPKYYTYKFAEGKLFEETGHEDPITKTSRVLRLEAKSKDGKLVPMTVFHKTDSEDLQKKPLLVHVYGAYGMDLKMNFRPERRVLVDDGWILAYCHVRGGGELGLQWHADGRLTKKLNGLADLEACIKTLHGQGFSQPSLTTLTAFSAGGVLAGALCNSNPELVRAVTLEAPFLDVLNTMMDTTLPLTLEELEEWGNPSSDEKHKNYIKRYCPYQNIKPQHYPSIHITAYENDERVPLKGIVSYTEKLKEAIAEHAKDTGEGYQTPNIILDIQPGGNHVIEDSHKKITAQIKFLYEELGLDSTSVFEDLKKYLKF
Efflux pump inh: antifungal efflux pump inhibition, Nile Red retention. S. cerevisiae Candida pump triplex. AID 485275. 330,000 tested, 0.44% active. inhibition, % at 10 µM;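 active means plate passing quality check with inhibition over a set limit, or well fluorescence over plate mean plus 4 SD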;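 further: Nile Red retained in pooled yeast measured as flow cytometry median fluorescence; 0% = buffer negative control and 100% = Enniatin B positive control; higher means more Nile Red kept so more efflux inhibition; some compounds called inactive have numbers as strong as hits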
PP5 primary: PP5 (human) phosphatase inhibition | purified PP5c, OMFP substrate fluorescence | inhibition, % at 6.7 µM | 320,000 tested, 0.18% active;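 active means inhibition above the campaign's mean inhibition across all tested compounds plus 3 SD, cut at about 9.5% in these data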;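 further: 0% = DMSO only and 100% = 100 µM cantharidin control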
ZTA counter: blocks Epstein-Barr virus ZTA, an EBNA-1 counter-screen | ZTA-DNA binding, fluorescence polarization | inhibition, % at 11 µM | 320,000 tested, 0.15% active | P03206; in the data active means inhibition above about 33%
Target sequence (P03206 whole entry, looked up): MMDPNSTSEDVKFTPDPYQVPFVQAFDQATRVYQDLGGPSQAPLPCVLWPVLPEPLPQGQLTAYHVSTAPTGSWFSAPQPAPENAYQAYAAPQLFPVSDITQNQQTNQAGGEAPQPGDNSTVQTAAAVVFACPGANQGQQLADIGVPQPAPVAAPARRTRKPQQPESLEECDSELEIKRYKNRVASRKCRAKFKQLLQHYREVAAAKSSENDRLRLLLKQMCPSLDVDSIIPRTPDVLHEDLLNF
HCV core dimer: HCV core protein dimerization inhibition. TR-FRET GST/Flag-core106 dimerization, 1536-well. inhibition, % at 5 µM. 300,000 tested, 0.33% active;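 active means inhibition above the mean of all tested compounds plus 3 SD, set per screening campaign, cut at about 45% in these data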
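Assay system: GST-tagged and Flag-tagged HCV core protein residues 1-106 / Times: compound-protein-antibody incubation 4 h at 22.5 °C / Signal: time-resolved FRET, ex 340 nm, em 617 and 671 nm / Evaluation: % inhibition based on acceptor/donor emission ratio / Benchmarks: wells lacking GST-core106 and wells with excess unlabelled core106 / Repeats: singlicate, one well per compound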
EBNA-1 inhibitor: blocks EBNA-1 binding to DNA. EBNA-1 DNA binding, fluorescence polarization. inhibition, % at 14.8 µM. 300,000 tested, 0.34% active; in the data active means inhibition above about 28%
TPT1 inhibitor: blocks Candida albicans tRNA 2'-phosphotransferase | recombinant caTPT1, FP RNA substrate dephosphorylation | AID 1962 | inhibition, % at 5 µM | 300,000 tested, 0.81% active;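 active means inhibition above the mean of all tested compounds plus 3 SD, set per screening campaign, cut at about 24% in these data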;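 further: plate controls were DMSO alone for no effect and ferristatin control at 100 nM for full effect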
Fh CTSL1 inh: cathepsin L1 inhibition, PFM18AAP counter-screen. AID 1906. inhibition, % at 5.96 µM. recombinant F. hepatica cathepsin L1, Z-Leu-Arg-MCA fluorescence. 300,000 tested, 0.49% active;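 active means inhibition above the mean of all tested compounds plus 3 SD, set per screening campaign, cut at about 17% in these data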;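 further: 0% = plate median of test compound wells and 100% = 1 µM Z-Phe-Ala-diazomethylketone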
PP1 inh: PP1-alpha (human) inhibition in PP5 counter-screen | purified PP1alpha, OMFP fluorescence | inhibition, % at 6.7 µM | 320,000 tested, 0.9% active | AID 2235;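 active means inhibition above the mean inhibition of all tested compounds plus 3 SD, computed separately for each screening campaign, cut at about 15% in these data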
* = called active by the depositor; x = no result given. An excerpt; count on the stated rates, not on these rows.

SMILES	PREPL inhibitor	Efflux pump inh	PP5 primary	ZTA counter	HCV core dimer	EBNA-1 inhibitor	TPT1 inhibitor	Fh CTSL1 inh	PP1 inh
CCNS(=O)(=O)c1ccc(CCC(N)=O)cc1	-1	0.0	-1.2	10	-3	-1	-1	4	-5
COc1ccc(C(=O)C2CCCN(Cc3ccc(C#CCCO)cc3)C2)c(OC)c1 (stereo not drawn)	2	0.0	-0.9	-13	-4	-1	0	-2	-2
CSc1nc(Sc2cccc(Cl)c2)c2ccccc2n1	18	0.4	-0.8	-2	10	-7	-1	-1	-4
CCCCSCCCNC(=O)c1ccc2c(c1)N(CC)C(=O)c1ccccc1S2=O (stereo not drawn)	1	-0.1	3.1	-10	-4	-10	-2	-2	6
COc1ccc(C(C#N)C2(C)OCCO2)cc1OC (stereo not drawn)	-6	0.0	0.7	-11	0	0	-3	0	0
Cc1nnsc1C(=O)Nc1ccc(S(=O)(=O)N2CCCC(C)C2)cc1 (stereo not drawn)	21	0.0	-6.1	-13	-10	-11	0	1	-9
O=C(O)c1ccc(N2CC3CC(C2)c2cccc(=O)n2C3)c(NS(=O)(=O)c2cccc(C(F)(F)F)c2)c1 (stereo not drawn)	1	-0.1	-2.7	11	6	0	1	-1	-3
CCCC(=O)Nc1ccc(C(=O)NNC(=O)c2cccs2)cc1	6	11*	-2.2	-3	1	-4	-2	1	1
Cc1ccc(N2C(=O)CSC2c2ccc3c(c2)OCO3)cc1 (stereo not drawn)	5	-0.1	-1.6	6	5	12	1	9	-1
CC1CCC(C(C)C)C(OP(=O)(c2ccccc2)C(O)c2ccncc2)C1 (stereo not drawn)	0	0.1	1.1	8	6	-2	0	2	1
CC(=O)N[C@H]1C[C@@H]1c1ccccc1	0	0.0	-1.5	1	5	3	-5	-3	-1
COCCCNC(=O)COc1ccc(Br)cc1Cl	13	0.1	1.5	7	-4	5	4	2	-1
CCN1CCN(CCCNC(=O)C2CCN(c3nnc(-n4c(C)ccc4C)s3)CC2)CC1	-1	0.1	1.9	-3	-6	-6	0	0	0
COc1ccc(OC)c(Nc2nc(N(C)c3ccccc3)nc(N)c2[N+](=O)[O-])c1	18	0.0	-1.0	3	8	3	0	-1	-1
CC(=O)C(Sc1nc(NC(C)(C)C)nc(N(C)C)n1)C(C)=O	2	0.0	2.7	2	-6	5	-4	-1	-2
CCc1ccc(NC(=O)CS(=O)CC(=O)Nc2ccc(N3CCOCC3)cc2)cc1 (stereo not drawn)	4	-0.1	0.4	-6	-11	1	0	-6	14
Cc1ccc(-c2cc(-c3nnc(SCC(=O)NC(C)C(C)C)n3N)c3ccccc3n2)cc1 (stereo not drawn)	4	-0.1	1.4	15	2	12	-1	-1	4
CC(C)(C)c1ccc(C(=O)NC(=O)CSc2n[nH]c(N)n2)cc1	1	-0.1	-1.9	-5	x	x	x	x	-2
COC(=O)CSc1nccc(-c2ccc(F)cc2)c1C#N	0	0.1	-0.6	6	1	-1	-1	-2	-1
O=C(O)C1OC(C(=O)O)C2C1C(F)(F)C2(F)F (stereo not drawn)	5	0.0	1.8	-9	-5	2	-3	0	-2
Cn1nc(-c2ccc(C(=O)Nc3ccc(F)cc3)cc2)c2ccccc2c1=O	2	0.6	2.1	-19	-1	-10	-1	0	0
CC(=O)Nc1ccc(OCC(=O)NC(C)c2ccc(F)cc2)cc1 (stereo not drawn)	-1	-0.2	-1.4	7	-1	4	-2	-1	-1
COc1ccccc1OCCC(=O)OCC(=O)Nc1ccc(Br)cc1F	-35	0.1	0.8	-13	4	6	-2	-26	-5
O=C1CC(N2CCC(C(=O)N3CCCCC3)CC2)C(=O)N1 (stereo not drawn)	1	0.1	0.2	-10	-3	-2	-6	-6	0
CC(=O)N1CCc2c(sc(NC(=O)CCS(=O)(=O)c3ccccc3)c2C(N)=O)C1	2	-0.1	3.7	15	6	10	-2	-13	2
COc1ccc(CN(Cc2cc3cc(OC)c(OC)cc3[nH]c2=O)C(=O)NC2CCCCC2)cc1	-1	0.0	-0.2	-4	3	0	1	-1	6
Fc1ccccc1/C=N/n1c(COc2ccccc2)n[nH]c1=S	-6	0.1	-0.8	11	2	-2	-2	2	5
Cc1c(C)n2c(SCC(=O)Nc3ccc4c(c3)OCCO4)nnc2[nH]c1=O	-3	0.1	1.5	-1	-4	0	-6	-1	-1
O=C(CCN1CCN(c2ccccc2)CC1)Nc1cccc(Br)c1	20	-0.1	2.2	5	19	5	-5	-2	4
O=C(NCc1ccncc1)C(=O)Nc1nccs1	2	0.2	1.2	-18	0	-12	-1	-2	3
CC(=O)Nc1cc(C(=O)N2CCN(C)CC2)ccc1S(=O)(=O)c1ccc(C)cc1	4	0.1	0.8	-8	1	-3	-2	1	-5
CC(C)CC(N)C(=O)OCc1ccc([N+](=O)[O-])cc1 (stereo not drawn)	1	-0.2	-0.9	10	-1	2	-3	-2	0
CN1CCCN(C(=O)c2cc(-c3cccc4ccccc34)nc3ccccc23)CC1	17	-0.1	-1.3	16	1	11	-3	-4	-1
NC(=O)C1(N2CCCCC2)CCN(Cc2nc(-c3cccs3)no2)CC1	4	-0.1	-0.9	-11	3	4	2	1	2
CN(C(=O)COC(=O)C1CCN(S(=O)(=O)c2c(Cl)cccc2Cl)CC1)C1CCS(=O)(=O)C1 (stereo not drawn)	9	0.1	-1.6	-2	0	4	-2	-1	-3
CN(C)c1ccc(NC(=O)CN2C(=O)c3ccccc3C2=O)cc1	-9	-0.2	2.0	12	-16	10	2	1	-1
COc1cc(/C=N\NC(=O)CNC(=O)C(c2ccccc2)c2ccccc2)ccc1O	-49	-0.1	0.3	12	-1	2	4	0	-4
CCC(=O)N1CCc2cc(S(=O)(=O)N3CCc4ccccc4C3)ccc21	8	0.3	2.2	8	-2	-1	-2	0	3
CCOC(=O)[C@H]1[C@H]2COc3ccc(OC)cc3[C@@H]2N2C(=O)c3ccccc3NC(=O)[C@@]12C	18	x	-1.3	4	-7	0	-1	-12	0
CC(Oc1ccc(Cl)cc1)C(=O)Nc1ccc(S(=O)(=O)Nc2nccs2)cc1 (stereo not drawn)	7	0.0	4.0	-12	2	3	-8	1	3
O=C(COC(=O)c1ccc(-c2ccc([N+](=O)[O-])cc2)o1)NC(=O)NC1CCCCC1	12	0.4	7.0	-7	10	16	-1	-10	7
COc1ccccc1-c1csc(NC(=O)c2ccc(N3C(=O)CCC3=O)cc2)n1	2	-0.1	1.2	-6	4	7	-1	8	2
CC1CCCN(CC(O)COCc2ccc3c(c2)OCO3)C1 (stereo not drawn)	4	0.2	-1.1	-1	-3	-8	2	-1	-6
COc1cccc(Cn2nc3c4cc(F)ccc4n(Cc4ccc(F)cc4)cc-3c2=O)c1	1	0.1	0.8	-20	9	2	-3	-4	1
CCOc1ccc(N2CC(=O)SC2=S)cc1	-10	-0.1	-0.3	8	-1	7	-2	-2	3
CCc1ccccc1OCC(=O)OCC(=O)c1c(N)n(C)c(=O)n(C)c1=O	5	-0.1	0.2	2	8	10	0	-27	-2
COc1ccc2cc(C(c3nnnn3C(C)(C)C)N3CCSCC3)c(=O)[nH]c2c1 (stereo not drawn)	3	0.2	1.2	-2	1	-6	2	-2	-2
CCOC(=O)C1(CCOc2ccccc2)CCN(Cc2cc(OC)c(O)cc2Cl)CC1	13	-0.2	4.2	-3	-3	-15	3	4	-1
CCCn1nnc(NC(=O)c2ccc3ccccc3c2)n1	-7	0.1	-2.5	1	1	-3	2	-13	-3
O=C(CN1C(=O)NC2(CCCC2)C1=O)N1CCN(Cc2ccccc2)CC1	5	0.0	-0.4	0	-6	-5	3	4	1
COC(=O)[C@H](C)NC(=O)Nc1ccc(OC)cc1OC	-5	0.0	0.1	4	-6	-3	-6	3	1
O=C(Nc1nc2cc3c(cc2s1)OCCO3)c1ccco1	-32	-0.1	3.5	7	2	1	4	2	0
Clc1cccc(Cl)c1OCCCCN1CCCCC1	-6	0.0	0.1	23	0	6	1	1	-2
COc1ccc(OC)c(/C=C2\SC(=S)N(Cc3cccnc3)C2=O)c1	4	-0.1	-0.8	0	3	3	65*	0	5
O=C(Cc1cccs1)N=Nc1c(O)[nH]c2ccc(Br)cc12	10	0.0	3.0	16	3	7	3	5	0
COc1ccc2c3n(nc2c1)CCN=C3c1ccc(Cl)cc1	7	0.0	2.7	-2	3	0	-2	-3	0
COc1ccc(C(=O)N2CCN(c3ccc(NC(=O)c4cccs4)cc3)CC2)cc1	11	-0.4	2.7	3	-2	-3	4	1	3
S=C(c1cn(CCOc2cccc3ccccc23)c2ccccc12)N1CCCC1	30	0.6	1.7	2	-34	10	1	-1	24*
CC(CCc1ccccc1)NC(=O)C(Cc1ccccc1)NC(N)=O (stereo not drawn)	4	0.0	2.1	-6	-1	3	-6	1	2
O=C(Nc1ccc2c(c1)OCCO2)C1CCN(C(=O)c2ccc(Cl)cc2)CC1	8	0.0	-1.5	4	9	2	2	3	0

Profiles, looked up by structure.
O=C(Nc1nc2cc3c(cc2s1)OCCO3)c1ccco1 is listed with PREPL inhibitor = -32; Efflux pump inh = -0.1; PP5 primary = 3.5; ZTA counter = 7; HCV core dimer = 2; EBNA-1 inhibitor = 1; TPT1 inhibitor = 4; Fh CTSL1 inh = 2; PP1 inh = 0
O=C(CN1C(=O)NC2(CCCC2)C1=O)N1CCN(Cc2ccccc2)CC1 is listed with PREPL inhibitor = 5; Efflux pump inh = 0.0; PP5 primary = -0.4; ZTA counter = 0; HCV core dimer = -6; EBNA-1 inhibitor = -5; TPT1 inhibitor = 3; Fh CTSL1 inh = 4; PP1 inh = 1
CCc1ccccc1OCC(=O)OCC(=O)c1c(N)n(C)c(=O)n(C)c1=O is listed with PREPL inhibitor = 5; Efflux pump inh = -0.1; PP5 primary = 0.2; ZTA counter = 2; HCV core dimer = 8; EBNA-1 inhibitor = 10; TPT1 inhibitor = 0; Fh CTSL1 inh = -27; PP1 inh = -2

Pulled by compound from above:
SMILES	PREPL inhibitor	Efflux pump inh	PP5 primary	ZTA counter	HCV core dimer	EBNA-1 inhibitor	TPT1 inhibitor	Fh CTSL1 inh	PP1 inh
COC(=O)[C@H](C)NC(=O)Nc1ccc(OC)cc1OC	-5	0.0	0.1	4	-6	-3	-6	3	1
S=C(c1cn(CCOc2cccc3ccccc23)c2ccccc12)N1CCCC1	30	0.6	1.7	2	-34	10	1	-1	24*
Clc1cccc(Cl)c1OCCCCN1CCCCC1	-6	0.0	0.1	23	0	6	1	1	-2

Remaining list, next part
SMILES	PREPL inhibitor	Efflux pump inh	PP5 primary	ZTA counter	HCV core dimer	EBNA-1 inhibitor	TPT1 inhibitor	Fh CTSL1 inh	PP1 inh
Cn1nnc2cc(C(=O)NC3CCCCC3)ccc21	5	0.1	-0.6	1	0	5	0	-1	-5
Cc1c(C(=O)Nc2ccccc2)cn2c(nc3ccccc32)c1C#N	12	0.2	1.8	-3	1	-14	3	-1	0
CCN(c1ccccc1)c1cc2ccccc2c(=O)[nH]1	13	0.1	4.1	1	16	-10	2	51*	-3
COc1ccc(Cc2nnc(NS(=O)(=O)c3ccc(NC(C)=O)cc3)s2)cc1	-9	0.0	1.3	7	14	-2	-2	-2	-3
COc1cc(NC(=O)CN2C(=O)NC(c3ccccc3)(c3ccccc3)C2=O)cc(OC)c1	-20	-0.2	4.5	-1	-3	-4	-3	-19	0
Nc1nc(N2CCCCC2)nc(N2CCCCC2)n1	-1	-0.1	1.9	18	-1	-1	-2	2	-3
CCOC(=O)c1cnc(-c2ccccc2)nc1Oc1ccc(OC)cc1	4	-0.1	-1.7	-8	0	-7	-4	0	-4
O=C(NCCCn1ccnc1)C(Cc1ccccc1)N1C(=O)c2ccccc2C1=O (stereo not drawn)	-11	-0.1	0.1	-14	2	-4	1	4	2
Nc1ccccc1SCc1cn2cccnc2n1	10	-0.1	0.1	-20	2	8	-1	1	1
COc1cccc(NS(=O)(=O)c2ccc3c(c2)CCN3C(C)=O)c1	3	-0.2	0.9	-12	1	1	-1	-3	1

Screening results: PubChem, several laboratories
